Screens: PubChem BioAssay, National Center for Advancing Translational Sciences (NCATS)
CBFb-RUNX1 inh: inhibitors of human CBF-beta and RUNX1 interaction. Q01196+Q13951. AlphaScreen CBFb-His/RUNX1-biotin binding, biochemical. Potency, µM (doses to about 59.8 µM), for the others: at the top dose activity, negative = inhibition, actives largely listed as inhibitors. 230,000 tested, under 10 active; further: % of control where 0% means no effect
Target sequence (Q01196 whole entry, looked up): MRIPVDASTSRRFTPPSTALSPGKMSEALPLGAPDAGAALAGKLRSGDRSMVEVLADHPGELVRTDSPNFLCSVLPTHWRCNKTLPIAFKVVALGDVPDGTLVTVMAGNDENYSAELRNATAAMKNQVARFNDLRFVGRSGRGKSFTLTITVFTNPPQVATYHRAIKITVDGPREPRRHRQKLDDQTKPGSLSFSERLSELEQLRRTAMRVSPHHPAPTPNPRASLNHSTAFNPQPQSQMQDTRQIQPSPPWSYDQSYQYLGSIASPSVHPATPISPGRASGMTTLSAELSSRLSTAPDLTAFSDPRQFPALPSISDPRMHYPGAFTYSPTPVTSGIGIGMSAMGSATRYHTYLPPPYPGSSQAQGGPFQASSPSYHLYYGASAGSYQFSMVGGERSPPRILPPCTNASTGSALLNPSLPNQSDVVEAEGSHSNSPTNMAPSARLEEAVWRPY
Target sequence (Q13951 whole entry, looked up): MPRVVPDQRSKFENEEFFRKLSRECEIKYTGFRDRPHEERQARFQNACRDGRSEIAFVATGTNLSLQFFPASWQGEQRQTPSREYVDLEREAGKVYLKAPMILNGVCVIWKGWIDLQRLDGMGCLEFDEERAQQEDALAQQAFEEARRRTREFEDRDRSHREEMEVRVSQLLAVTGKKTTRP
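AlphaScreen binding: CBFb-His and RUNX1-biotin (30 nM each) preincubated 20 min, compound added for 15 min, then nickel and streptavidin beads for 90 min, all at room temperature. Disruption of the interaction by any mechanism counts as activity.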
HTT cytoprotect: Huntington cell model cytoprotection by ATP luminescence | Potency, µM (doses to about 56.4 µM), inactives show cytoprotection (ATP increase), actives largely listed as activators | 0.14% of 230,000 active | PC12 HTT-Q103 induced, cytoprotection, ATP luminescence, 40 h;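 further: potency means the concentration at half of the fitted maximal effect; % of control where 0% means no effect; nearly all actives have a fitted effect of over 45% in size; toxic huntingtin expression switched on by the ecdysone agonist tebufenozide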
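Stable PC12 Q103-GFP cells in serum-supplemented, phenol red-free DMEM; induction by tebufenozide at 100 nM final; compound dose series; cell viability quantified luminescently from ATP.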
The depositor's hits bear a star; u = inconclusive; x = not tested or not shown; [ ] = dose if it differs, or a comment. The call rests on the fitted dose curve; in most records, active means well fitted curve in the direction sought with a large enough effect; inconclusive means small, poorly fitted or top-dose-only effect, or another doubt; inactive means no such curve, though single readings can be large; an effect the other way counts as inactive or inconclusive. An excerpt; count on the stated rates, not on these rows.

SMILES	CBFb-RUNX1 inh	HTT cytoprotect
Cc1ccc(S(=O)(=O)c2cc3c(=O)n4ccccc4nc3n(CC3CCCO3)c2=N)cc1 (stereo unspecified)	x	-13%[0.074 µM]
Cn1c(=O)c2c(nc(CN3CCc4ccccc4C3)n2Cc2ccc(F)cc2)n(C)c1=O	x	-15%[0.074 µM]
Cc1cc(NC(=O)CCC(=O)N(CC2CCCO2)C(C(=O)NC2CCCC2)c2ccccc2C)no1 (stereo unspecified)	x	5%[10 µM]
Cc1nc(Nc2nc(=O)c3ccccc3n2C)nc2c(C)cccc12	x	2%[10 µM]
CCOc1ccc2nc(NC3=NCN(CC4CCCO4)CN3)nc(C)c2c1 (stereo unspecified)	x	-14%[0.074 µM]
CCN1CCN(c2oc(-c3ccc(OC)cc3)nc2C#N)CC1	x	3%[0.074 µM]
CCOC(=O)c1cnn(-c2ncnc3c2cnn3Cc2ccccc2)c1N	x	-6%
c1ccc(Cc2nnc3sc(-c4ccc5c(c4)OCO5)nn23)cc1	x	2%[0.074 µM]
Cc1cc(C(=O)O)ccc1-n1c(C)ccc1C	x	4%[0.074 µM]
CC(C)C1=CC2=CC[C@H]3[C@@](C)(CCC[C@]3(C)C(=O)O)[C@@H]2CC1	x	5%
COc1cc(S(=O)(=O)N2CCOCC2)c(OC)c(S(=O)(=O)N2CCOCC2)c1	x	-6%[0.074 µM]
CCCn1c(SCC(=O)Nc2ccccc2C(=O)OCC)nc2c1c(=O)n(C)c(=O)n2C	x	-12%[10 µM]
Cc1ccc2nc(CSc3nnc(-c4ccco4)n3-c3ccccc3)cc(=O)n2c1	x	-2%[10 µM]
O=C(/C(=N/O)c1ccccc1)c1ccccc1	x	-7%
CN1CCN(Cc2nc3c(c(=O)n(C)c(=O)n3C)n2CCc2ccccc2)CC1	x	-11%
Cc1ccc(-c2nnc(N3CCN(C(=O)CN4C(=O)c5ccccc5C4=O)CC3)c3ccccc23)cc1	x	1%[0.074 µM]
CC(=O)O[C@H]1C(=O)[C@]2(C)[C@H]([C@H](OC(=O)c3ccccc3)[C@@]3(O)C[C@H](OC(=O)[C@@H](O)[C@@H](NC(=O)c4ccccc4)c4ccccc4)C(C)=C1C3(C)C)[C@]1(OC(C)=O)CO[C@@H]1C[C@@H]2O	x	-3%
CN1CCN(Cc2nc3c(c(=O)n(C)c(=O)n3C)n2Cc2ccccc2Cl)CC1	x	-26%
CCN1CCN(C(=O)C2CCN(Cc3nc(-c4ccc(Cl)cc4)oc3C)CC2)CC1	x	-20%
CCCn1c(=O)c(C(=O)Nc2ccncc2)c(O)c2ccccc21	x	-10%
Cc1ccc(CN2CCN(CC(=O)N3CCC(C(N)=O)CC3)C2=O)cc1	x	-4%
Cn1c(C(=O)NCCCN2CCN(c3ccc(F)cc3)CC2)cc2c(=O)n(C)c3ccccc3c21	x	-22%
Cc1ccc(OCc2occc2C(=O)O)cc1	x	-25%
CC1(C)CC[C@]2(C(=O)O)CC[C@]3(C)C(=CC[C@@H]4[C@@]5(C)CC[C@H](O)C(C)(C)[C@@H]5CC[C@@]43C)[C@@H]2C1	x	2%
COC(=O)c1[nH]c2ccc(C)cc2c1NC(=O)CN1CCCCC1C (stereo unspecified)	x	-25%[0.074 µM]
CCOC(=O)c1sc(N2C(=O)C(O)=C(C(=O)c3ccco3)C2c2ccccc2)nc1C (stereo unspecified)	x	-3%[0.074 µM]
O=c1c2ccccc2cnn1-c1nc2ccccc2s1	x	-207%[inhibitor][0.074 µM]
CN1CCN(C(=O)c2ccc(-c3nn(C)c(=O)c4ccccc34)cc2)CC1	x	-2%[0.074 µM]
CCOC(=O)N1CCN(Cc2nc(-c3ccc(OC)cc3)no2)CC1	x	-6%[0.074 µM]
CSc1ccc(CN2CCC(O)CC2)cc1	x	8%[10 µM]
COC(=O)C1=C(N)Oc2cc(C)n(Cc3ccncc3)c(=O)c2C1c1cccnc1 (stereo unspecified)	x	21%[0.074 µM]
CCn1c(=O)c(C(=O)Nc2cccnc2)c(O)c2ccccc21	x	-26%[10 µM]
CCc1cc2c(=O)c(-c3nc4ccccc4[nH]3)coc2c(CN2CCCC(C)C2)c1O (stereo unspecified)	x	-10%
Cc1ccc(/C(O)=C2\C(=O)C(=O)N(CCCN(C)C)C2c2ccccn2)cc1 (stereo unspecified)	x	-4%[0.074 µM]
COc1cc([C@H](O)C(=O)O)ccc1O	x	-2%[1.9 µM]
CC#C[C@@]1(O)CC[C@@H]2[C@@H]3CCC4=CC(=O)CCC4=C3[C@@H](c3ccc(N(C)C)cc3)C[C@]21C	x	-20%[1.9 µM]
COc1cccc2cc(C(=O)C3=C(O)C(=O)N(CCCN4CCOCC4)C3c3ccncc3)oc12 (stereo unspecified)	x	-10%[0.074 µM]
CC1=CC(=O)C2=C(C)CC[C@@H]3[C@H](OC(=O)[C@H]3C)[C@H]12	x	-23%
Cc1cc(C)nc(N2CCN(c3nc(C)nc4c3oc3ccccc34)CC2)n1	x	2%[0.074 µM]
Cn1c(=N)c(S(=O)(=O)c2ccc(Cl)cc2)cc2c(=O)n3ccccc3nc21	x	-19%[0.074 µM]
COc1cc(OC)c(C(=O)Nc2ncn[nH]2)cc1OC	x	-26%[0.074 µM]
CCCCCCCCCCCCCCCCCCNC(=O)OC[C@@H](COP(=O)([O-])OCC[n+]1ccsc1)OC	x	43%[1.9 µM]
CCOC(=O)N1CCN(c2ncnc3c2oc2nc(CC(C)C)c4c(c23)CCC4)CC1	x	-14%[0.074 µM]
CCOc1nc(-c2ccc(OC)cc2)ccc1-c1noc(-c2cccnc2)n1	x	-23%[10 µM]
Cc1cccc(NC(=O)c2cnc3sccn3c2=O)n1	x	-16%
CO[C@@H]1/C=C\O[C@]2(C)Oc3c(C)c(O)c4c(O)c(cc(O)c4c3C2=O)NC(=O)/C(C)=C\C=C/[C@H](C)[C@@H](O)[C@H](C)[C@H](O)[C@H](C)[C@H](OC(C)=O)[C@@H]1C	x	-4%[10 µM]
COc1cc2c(cc1OC)[C@H](c1ccccc1)CN(C)CC2	x	-13%[1.9 µM]
Cc1nnc2n(CCc3ccccc3)c(=O)c3c4c(sc3n12)CCCC4	x	-15%[0.074 µM]

One compound at a time, from the list above.
`Cc1nnc2n(CCc3ccccc3)c(=O)c3c4c(sc3n12)CCCC4` is entered as CBFb-RUNX1 inh: x; HTT cytoprotect: -15%[0.074 µM]
`CCOC(=O)N1CCN(c2ncnc3c2oc2nc(CC(C)C)c4c(c23)CCC4)CC1` is entered as CBFb-RUNX1 inh: x; HTT cytoprotect: -14%[0.074 µM]
`Cc1cccc(NC(=O)c2cnc3sccn3c2=O)n1` is entered as CBFb-RUNX1 inh: x; HTT cytoprotect: -16%

(more compounds)
SMILES	CBFb-RUNX1 inh	HTT cytoprotect
O=C(NC1CCCCC1)N1CCN(Cc2nc3ccccc3c(=O)[nH]2)CC1	x	3%[10 µM]
COCCN1C(=O)c2oc3cc(C)c(C)cc3c(=O)c2C1c1cccc(O)c1 (stereo unspecified)	x	-21%[0.074 µM]
COc1cccc(C(=O)Nc2cccc(-c3nnc(-c4ccccc4)o3)c2)c1	x	-13%
CSC(N)=NCCC[C@@H](N)C(=O)O	x	17%[1.9 µM]
O=C(CCc1ccc(O)cc1)c1c(O)cc(O)cc1O[C@@H]1O[C@@H](CO)[C@@H](O)[C@@H](O)[C@H]1O	x	u
CCCCC(=O)NCCc1cc2c(C)ccc(C)c2[nH]c1=O	x	-9%
CC(=O)[C@H]1[C@H]2[C@H](C(=O)[C@@H]3OC[C@H]2O3)[C@@H]2c3ccccc3C=CN12	x	-28%
Cn1c(COc2ccc(Cl)cc2)nnc1SCC(=O)NC1CCCCC1	x	-38%[inhibitor][10 µM]
CC1CCN(Cc2nc3c(c(=O)n(C)c(=O)n3C)n2CCc2ccccc2)CC1	x	-16%[0.074 µM]
Cc1noc(/C=C/N(C)C)c1S(=O)(=O)N1CCCC(C(=O)N2CCc3ccccc32)C1 (stereo unspecified)	x	-9%
COc1ccccc1C(=O)Nc1cc(-c2nn3c(C)nnc3s2)ccc1C	x	-6%
CCCCCCCCCCCCCCC/C=C\[C@H](O)[C@@H](NC(=O)CCCCCCCCCCCCC)OC (tested in a mixture with another compound)	x	-8%[1.9 µM]
CCCCN(CC)S(=O)(=O)c1cccc2cccnc12	x	15%
CN1CCc2c(cc(O)c(O)c2Cl)[C@H](c2cccc(Cl)c2)C1	x	-1%[1.9 µM]
Clc1nc(NCCc2ccccc2)c2ncn(-c3ccccc3)c2n1	x	-8%[10 µM]
Cc1c(NC(=O)CC2CC(C)OC2=O)c(=O)n(-c2ccccc2)n1C (stereo unspecified)	x	-17%[0.074 µM]
Cn1c(C(=O)N2CCN(c3ccccn3)CC2)cc2c(=O)n(C)c3ccccc3c21	x	-4%
CCCC(=O)Nc1cc(-c2nnc(OC)c3ccccc23)ccc1N1CCOCC1	x	-4%[0.074 µM]
CN(C)CCNC(CC(=O)Nc1ccc(Cl)c(Cl)c1)C(=O)O (stereo unspecified)	x	7%[0.074 µM]
COc1ccc(NC(=O)c2cnc3ccccn3c2=O)cc1OC	x	-23%
COC(=O)c1ccccc1NC(=O)CC(NCc1ccccc1)C(=O)O (stereo unspecified)	x	-9%[0.074 µM]
Cc1ccccc1Cn1c(=O)c2c(nc3n2CCCN3Cc2ccccc2)n(C)c1=O	x	-17%[0.074 µM]
C=C[C@@]1(C)C=C2CC[C@@H]3[C@](C)(CCC[C@@]3(C)C(=O)O)[C@H]2CC1	x	u
Cc1ccc(NCc2nnc(SCC(=O)N3CCCCC3)n2CC2CCCO2)c(C)c1 (stereo unspecified)	x	-2%[10 µM]
CC12CCC(C(=O)N3CCN(C(=O)C45CCC(C)(C(=O)O4)C5(C)C)CC3)(OC1=O)C2(C)C	x	2%
COC(=O)[C@H](N)Cc1ccc(Cl)cc1	x	5%[1.9 µM]
CCOC(=O)Cn1c(CN(C)Cc2ccccc2)nc2c1c(=O)n(C)c(=O)n2C	x	1%[10 µM]
COc1ccc(C2/C=C\CN(CC3CCCCC3)C(Cc3ccccc3)C(=O)N2Cc2ccc(F)cc2)cc1 (stereo unspecified)	4%	x
C[C@@H](C(=O)CC(=O)OC(C)(C)C)[C@@H](O)c1c(F)cccc1Cl	-5%	x
CCCC[C@@H]1CCCO[C@@](C(=O)NCCN2CCOCC2)(C(F)(F)F)C1	-4%	x
COc1ccc(C2CC(O)(c3ccccc3)Oc3cc(C)c(Cl)c(C)c32)cc1 (stereo unspecified)	12%	x
CSCC[C@H](NC(=O)[C@H](CC(C)C)NC(=O)CNC(=O)[C@H](Cc1ccccc1)NC(=O)[C@H](Cc1ccccc1)NC(=O)[C@H](CCC(N)=O)NC(=O)[C@H](CCC(N)=O)NC(=O)[C@@H]1CCCN1C(=O)[C@H](CCCCN)NC(=O)[C@@H]1CCCN1C(=O)[C@H](CCCN=C(N)N)NC(=O)CCCCC1SCC2NC(=O)NC21)C(N)=O (stereo partly specified)	u	x
CC[C@H](C)[C@H](NC(=O)CNC(=O)[C@H](CCCNC(=N)N)NC(=O)CNC(=O)[C@@H](NC(=O)[C@H](Cc1ccc(O)cc1)NC(=O)[C@H](Cc1c[nH]c2ccccc12)NC(=O)[C@H](C)NC(=O)[C@@H]1CCCN1C(=O)[C@H](CC(N)=O)NC(=O)[C@@H](NC(=O)[C@H](CC(=O)O)NC(=O)[C@@H]1CCCN1C(=O)[C@@H](N)[C@@H](C)O)[C@@H](C)CC)[C@@H](C)O)C(=O)N[C@@H](CCCNC(=N)N)C(=O)N1CCC[C@H]1C(=O)N[C@H](C(=O)NCC(=O)N[C@@H](CCCNC(=N)N)C(=O)N[C@@H](Cc1ccccc1)C(N)=O)C(C)C	12%	x
CCCCCC(O)c1ccc([C@H]2CCC(=O)[C@@H]2CCCCCCC(=O)O)cc1 (stereo partly specified)	26%	x
O=c1ccc2ccc(OS(=O)(=O)O)cc2o1	7%	x
CC(=O)Nc1ccc(SCC(c2ccccc2)N2CCN(CC(C)C)CCC2=O)cc1 (stereo unspecified)	5%	x
CCOc1ccc(N(C(=O)OC(C)(C)C)C(=O)c2ccc(O[Si](C)(C)C(C)(C)C)cc2)c(I)c1	13%	x
CCOc1cc(/C=C(\C#N)C(N)=O)cc(CSc2ccccc2)c1O	10%	x

Looked up one by one from above:
SMILES	CBFb-RUNX1 inh	HTT cytoprotect
C[C@@H](C(=O)CC(=O)OC(C)(C)C)[C@@H](O)c1c(F)cccc1Cl	-5%	x
COc1ccc(C2/C=C\CN(CC3CCCCC3)C(Cc3ccccc3)C(=O)N2Cc2ccc(F)cc2)cc1 (stereo unspecified)	4%	x
CCOC(=O)Cn1c(CN(C)Cc2ccccc2)nc2c1c(=O)n(C)c(=O)n2C	x	1%[10 µM]
